# VLA-4 inh: inhibition in human VLA-4 binding assay, primary screen, VLA-4 allosteric modulator project, MLPCN library, flow cytometry, VLA-4 expressing cells; AID 2557, 2010; 0.2% of 330,000 active; Integrin alpha-4 (Homo sapiens), P13612; ligand binding flow cytometry; inhibition, % (about 7 µM as worked out from the volumes in the protocol); in the data active = inhibition above about 50%
# GRK2 aptamer HTS: compounds blocking aptamer binding on GRK2 – biochemical, human GRK2, bead flow cytometry, HTS, primary screen; FAM-aptamer displacement from GRK2; 0.59% of 330,000 active; AID 488847, 2010; inhibition of aptamer binding, % at 10 µM;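 active = inhibition of aptamer binding above 40%, roughly 3 SD of noise, on plates passing a quality check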;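 also: median bead fluorescence of bound FAM aptamer so fluorescent compounds give negative values; no value below 0 was filed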
# Target sequence (P25098 whole entry, looked up): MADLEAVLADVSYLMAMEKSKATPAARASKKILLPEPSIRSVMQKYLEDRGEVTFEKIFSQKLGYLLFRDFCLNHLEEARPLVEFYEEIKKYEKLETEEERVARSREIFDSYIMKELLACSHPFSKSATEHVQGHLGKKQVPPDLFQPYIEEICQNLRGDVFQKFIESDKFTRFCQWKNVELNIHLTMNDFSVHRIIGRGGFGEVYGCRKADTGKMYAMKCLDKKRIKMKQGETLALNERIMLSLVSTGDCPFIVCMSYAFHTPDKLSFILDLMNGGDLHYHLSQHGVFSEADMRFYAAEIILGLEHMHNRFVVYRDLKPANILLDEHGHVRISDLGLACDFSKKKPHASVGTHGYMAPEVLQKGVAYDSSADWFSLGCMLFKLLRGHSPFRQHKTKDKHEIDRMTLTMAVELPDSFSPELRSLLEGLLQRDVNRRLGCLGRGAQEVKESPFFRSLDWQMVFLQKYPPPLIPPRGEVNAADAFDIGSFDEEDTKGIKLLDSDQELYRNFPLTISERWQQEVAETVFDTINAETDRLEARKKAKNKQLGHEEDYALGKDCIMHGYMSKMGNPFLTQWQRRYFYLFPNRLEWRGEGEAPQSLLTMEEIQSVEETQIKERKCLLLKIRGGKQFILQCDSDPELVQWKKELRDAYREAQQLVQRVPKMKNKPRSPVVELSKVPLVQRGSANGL
# PP1 inh: PP1-alpha phosphatase inhibitors, primary screen, counter-screen for PP5 inhibitor project, biochemical, fluorescence, OMFP substrate, single point; inhibition, % at 6.7 µM; Serine/threonine-protein phosphatase PP1-alpha catalytic subunit (Homo sapiens), P62136; purified PP1alpha; 0.9% of 320,000 active;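 active = inhibition above the mean inhibition of all tested compounds plus 3 SD, computed separately for each screening campaign, cut at about 15% in these data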
# Target sequence (P62136 whole entry, looked up): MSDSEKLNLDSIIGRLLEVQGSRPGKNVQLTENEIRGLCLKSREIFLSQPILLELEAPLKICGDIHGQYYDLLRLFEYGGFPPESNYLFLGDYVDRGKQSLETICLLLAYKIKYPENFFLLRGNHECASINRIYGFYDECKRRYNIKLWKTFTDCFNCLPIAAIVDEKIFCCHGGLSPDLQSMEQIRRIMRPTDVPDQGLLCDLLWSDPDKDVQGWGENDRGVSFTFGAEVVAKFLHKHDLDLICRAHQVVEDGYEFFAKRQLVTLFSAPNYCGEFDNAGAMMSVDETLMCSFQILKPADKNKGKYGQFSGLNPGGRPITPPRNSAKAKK
# PP5 inh: PP5 phosphatase inhibitors, primary screen, biochemical, fluorescence. purified PP5c, OMFP substrate fluorescence. AID 1987, 2009. inhibition, % at 6.7 µM. 0.18% of 320,000 active;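 active = inhibition above the campaign's mean inhibition across all tested compounds plus 3 SD, cut at about 9.5% in these data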;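 also: 0% = DMSO only and 100% = 100 µM cantharidin control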
# proCasp7 act: procaspase-7 activators, primary screen, counter-screen for procaspase-3 activator project, biochemical, absorbance, HTS, human; recombinant procaspase-7, Ac-DEVD-pNA absorbance 405 nm; D23A/D198A/D206A triple mutant, cannot self-cleave; scale: DMSO 0, 5 µM enzyme 100; AID 463210, 2010; 0.093% of 330,000 active; Caspase-7 (Homo sapiens), P55210; activation, % at 8.5 µM;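 active = percent activation above the screen-wide mean plus 3 SD, cut at about 25% in these data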
#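 Material: Procaspase-7 triple mutant (PC-7 D3A) | Quantity: 2 µM procaspase-7 mutant as dispensed | Reagent: DEVD-pNA substrate | Times: 1 h preincubation, 2 h reaction | Technique: 405 nm absorbance of p-nitroaniline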
# HCV core dimer: inhibitors of HCV core protein dimerization, primary screen, biochemical, TR-FRET, high-throughput. TR-FRET GST/Flag-core106 dimerization, 1536-well. inhibition, % at 5 µM. 0.33% of 300,000 active. AID 1899, 2009;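 active = inhibition above the mean of all tested compounds plus 3 SD, set per screening campaign, cut at about 45% in these data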
#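 Material: GST/Flag-tagged HCV core106 proteins. Incubation: 4 h, 22.5 °C incubation. Read-out basis: inhibition (%) from 671 over 617 nm ratio. Measured by: TR-FRET, excitation 340 nm, emission 617 and 671 nm.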
# proCasp3 act: activators of human procaspase-3 D3A mutant, primary screen, biochemical, absorbance, PC-3 D3A mutant, single concentration; recombinant procaspase-3 D3A, Ac-DEVD-pNA absorbance 405 nm; activation, % at 8.5 µM; 0.11% of 330,000 active; Caspase-3 (Homo sapiens), P42574;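 active = activation above the mean of all tested compounds plus 3 SD, cut at about 21% in these data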;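 also: 0% = DMSO alone and 100% = DMSO wells spiked with extra 5 µM PC-3 D3A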
#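 Test system: Procaspase-3 D3A mutant; medium: Zinc-free HEPES/NaCl buffer with 0.01% Triton X-100 at pH 7.4; reagent: DEVD-pNA substrate; doses: one concentration, 8.5 µM nominal, 0.8% DMSO; times: 1 h preincubation plus 2 h reaction at 25 °C; signal: Epi-absorbance at 405 nm of released p-nitroaniline, 0 and 120 min; replicates: singlicate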
# JMJD2C inh: inhibitors of GASC-1 histone demethylase, primary screen, biochemical, fluorescence, DELFIA europium; Lysine-specific demethylase 4C (Homo sapiens), Q9H3R0; GST-JMJD2C(1-420) H3K9me3 demethylation; inhibition, % at 2.35 µM; 0.069% of 330,000 active; AID 2099, 2009;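 active = more than half of a compound's replicate wells show inhibition beyond 50%, single wells judged on their own value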;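 also: signal counts dimethyl H3K9 product captured on neutravidin plate; 0% = median of DMSO wells and 100% = 0.3 times that DMSO median; strong numbers were not always called active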
# CTSL1 counter: Fasciola hepatica cathepsin L1 inhibitors, primary screen, counter-screen for PFM18AAP inhibitor project, biochemical, QFRET, fluorogenic peptide substrate | recombinant F. hepatica cathepsin L1, Z-Leu-Arg-MCA fluorescence | inhibition, % at 5.96 µM | 0.49% of 300,000 active | AID 1906, 2009;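 active = inhibition above the mean of all tested compounds plus 3 SD, set per screening campaign, cut at about 17% in these data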;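 also: 0% = plate median of test compound wells and 100% = 1 µM Z-Phe-Ala-diazomethylketone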
# The depositor's hits bear a star; · = no result given. Outcome played no part in choosing rows (roughly 2.6% active in at least one column).
SMILES,VLA-4 inh,GRK2 aptamer HTS,PP1 inh,PP5 inh,proCasp7 act,HCV core dimer,proCasp3 act,JMJD2C inh,CTSL1 counter
Cc1ccc(N(CC(=O)NC2CCCCCC2)S(=O)(=O)c2c(C)nn(C)c2C)cc1,-6,0,-9,-0.9,-7,8,-3,14,9
CCCCC12CN3CC(C)(CN(C1)C3c1ccc([N+](=O)[O-])o1)C2=O (configuration not stated),3,0,0,-1.1,-6,0,-18,-1,1
C[C@H](CO)N1C[C@H](C)[C@H](CN(C)S(=O)(=O)c2ccccc2)Oc2ccc(NC(=O)NC3CCCCC3)cc2CC1=O,2,0,·,·,2,·,7,·,·
C=CCn1c(O)c(N=NC(=O)CNC(=O)/C=C/c2ccc(OC)cc2)c2ccccc21,-12,2,12,-0.7,6,9,2,-1,5
NC(N)=NC1=NC(=O)C(Cc2ccccc2Cl)S1 (configuration not stated),12,0,1,2.2,-1,-7,-9,4,-6
CC(CCc1ccccc1)NC(=O)COc1ccc(S(=O)(=O)N2CCOCC2)cc1[N+](=O)[O-] (configuration not stated),-10,4,0,2.2,-13,-1,-4,4,0
COc1ccc(C)cc1NC(=O)CNC(c1ccccc1)c1ccccc1,-19,0,4,2.5,-4,0,2,-17,5
O=C(NCCc1ccccc1)c1ccc(-c2ccccc2C(F)(F)F)o1,21,4,5,1.8,2,12,0,-21,6
Cc1nnc(SCCn2c(N3CCC(C)CC3)nc3c2c(=O)n(C)c(=O)n3C)s1,-1,0,-3,-1.3,2,2,9,-4,5
CCc1nnc(NC(=O)CC(CN(C)S(=O)(=O)c2ccccc2)c2ccccc2)s1 (configuration not stated),1,2,0,3.8,10,7,2,-2,1

# The last 4 entries of the part above lead into the next:
SMILES,VLA-4 inh,GRK2 aptamer HTS,PP1 inh,PP5 inh,proCasp7 act,HCV core dimer,proCasp3 act,JMJD2C inh,CTSL1 counter
COc1ccc(C)cc1NC(=O)CNC(c1ccccc1)c1ccccc1,-19,0,4,2.5,-4,0,2,-17,5
O=C(NCCc1ccccc1)c1ccc(-c2ccccc2C(F)(F)F)o1,21,4,5,1.8,2,12,0,-21,6
Cc1nnc(SCCn2c(N3CCC(C)CC3)nc3c2c(=O)n(C)c(=O)n3C)s1,-1,0,-3,-1.3,2,2,9,-4,5
CCc1nnc(NC(=O)CC(CN(C)S(=O)(=O)c2ccccc2)c2ccccc2)s1 (configuration not stated),1,2,0,3.8,10,7,2,-2,1
CC(C)(C)N(Cc1ccccc1)C(=O)CSc1nc2ccccc2c(=O)[nH]1,6,2,0,1.1,4,14,11,2,1
O=C(COC(=O)c1ccccc1Cl)NCCC1=CCCCC1,2,2,-2,-0.6,5,1,0,1,-4
CCN1CCCC1CNC(=O)c1ccc(N2CCCC2=O)cc1 (configuration not stated),0,0,8,-1.4,5,0,9,9,-3
CC(C)c1ccc(C(=O)CSc2ncn[nH]2)cc1,-1,2,1,1.7,-30,7,-13,-7,-2
CC(=O)C(Cc1ccccc1)NC(=O)CN1c2cccc3cccc(c23)S1(=O)=O (configuration not stated),2,3,1,2.4,7,·,-1,5,·
CCOC(=O)c1c(C)noc1-c1ccc(Br)o1,-7,1,-3,0.9,2,5,-2,1,-2
Cc1cccc(NC(=O)CCc2c(C)nc3ncnn3c2C)n1,-1,0,-4,0.5,7,-6,-9,-10,4
O=C1CCC(C(=O)NCc2cccnc2)N1 (configuration not stated),2,0,-3,0.5,4,-14,1,16,-2
NNc1nc(-c2ccccc2)cc(-c2ccccc2O)n1,-14,1,4,3.0,-4,-4,-5,8,-5
C[C@@H]1CCC(=O)N(CC[C@H](Sc2ccccc2)c2ccccc2)CC1,38,0,-2,4.2,-2,-5,-10,-1,3
CC(C)=CC(=O)OCC(=O)Nc1ccccc1Cl,5,0,4,2.8,9,0,-2,1,-4
COc1ccc(-c2coc3c(CN4CCCCC4)c(O)c(CN4CCCCC4)c(O)c3c2=O)cc1,11,100*,29*,4.0,0,-5,4,-4,-1
O=C(N/C(=C/c1ccc(Cl)cc1)C(=O)N1CCCC1)c1ccccc1,4,3,-1,-0.8,-2,6,-5,0,2
Cc1ccc2c(NC(=O)C3CC3)cccc2n1,9,1,-1,3.1,1,-2,4,6,0
COc1ccc(CC(=O)N/N=C(\C)CC(=O)Nc2ccc(N(C)C)cc2)cc1,-7,0,0,0.1,1,-21,-4,-4,-3
Cc1ccc(NC(=O)COc2ccc(CCO)cc2-n2nc3ccccc3n2)cc1C,12,1,2,3.1,0,-13,1,-4,-5
O=S(=O)(c1ccc(Cl)nc1)N(Cc1ccccc1)Cc1ccccc1,3,2,2,1.1,-7,3,14,-5,-1
COC(=O)Cc1ccc(NC(=S)NCCCO)cc1,5,1,0,-2.2,11,7,3,7,0
Cc1ccc(NC(=O)CSc2nc3ccccc3c(=O)[nH]2)cc1[N+](=O)[O-],9,1,·,·,13,·,5,5,·
CC(C)[C@H](NC(=O)N1CC(=O)Nc2ccccc21)C(=O)N[C@H](C(=O)O)c1ccccc1,30,5,-2,1.0,-7,-7,-1,14,-1
CCCCOC(=O)Nc1nnc(CC)s1,8,2,2,2.3,3,3,0,5,-1
Cc1csc(NC(=O)/C=C/c2ccc3c(c2)OCO3)n1,0,0,-2,0.3,7,-3,-5,-5,-3
Cc1ccc(C(=O)Nc2c(C(=O)NCc3ccco3)cnn2-c2ccccc2)cc1,2,2,-3,-2.1,-2,3,-3,-9,2
Cc1ccc(C)c(S(=O)(=O)N2CCN(C(=O)Cn3cnc4c3c(=O)n(C)c(=O)n4C)CC2)c1,-7,3,-2,2.6,10,-2,-2,6,-2
Cc1ccc(Nc2nc3ccccc3o2)cc1F,21,0,2,7.0,-1,2,-6,-5,-4
COc1ccccc1N1CCN(C(=O)C2CC2)CC1,-5,1,1,3.3,-3,-8,-8,-12,0
Cc1ccc(S(=O)(=O)N(C)C)cc1NC(=O)COc1ccc(-c2nnco2)cc1,-1,1,-6,1.3,15,4,-8,-5,-2
CCc1cc2c(-c3ccccc3)cc(=O)oc2cc1OCC(=O)NCC1CCC(C(=O)O)CC1 (configuration not stated),-14,1,1,0.7,-9,4,10,0,1
CCOC(=O)c1c(NC(=O)COC(=O)Cc2n[nH]c(=O)c3ccccc23)sc(C(=O)NC)c1C,-4,29,·,·,5,·,-6,6,·
Cc1ccc(CCNC(=O)NC(C)(C)C)cc1,10,0,1,0.7,3,2,-10,-10,-5
CCOc1cc2c(cc1OCC)C(C(=O)O)C(c1cc(OC)c(OC)c(OC)c1)N(C)C2=O (configuration not stated),-2,1,-2,-0.8,5,2,1,-4,-1
CC1(C)CC(=O)C2=C(C1)N(CCN1CCOCC1)C1=C(C(=O)CC(C)(C)C1)C2c1ccc(Cl)c([N+](=O)[O-])c1,0,0,11,0.5,-11,-7,-7,-4,6
Cc1ccc(C)c(N2CCN(S(=O)(=O)c3cccc4cccnc34)CC2)c1,18,0,1,2.7,-6,9,-6,1,3
CC(C)CCn1c(SCc2ccc(Cl)cc2)nc2c1c(=O)[nH]c(=O)n2C,4,0,0,2.2,-21,12,-8,-9,3
COc1ccc(S(=O)(=O)Nc2cc3c4c(c2)CCN4C(=O)CC3)cc1OC,10,2,-3,-4.5,-2,-1,2,7,-3
COC(=O)c1sc(SC)nc1N,-7,2,-8,-3.2,8,3,-3,-5,-3
Cn1c(=O)[nH]c2sc3c(c2c1=O)CC(C)(C)OC3,-8,0,1,-1.3,-4,1,-6,4,14
CN1[C@@H](CC(=O)c2ccccc2)CCC[C@H]1C[C@H](O)c1ccccc1,25,1,·,·,-12,·,1,-4,·
O=S(=O)(NC1C2CC3CC(C2)CC1C3)c1ccccc1 (configuration not stated),9,0,0,-0.6,-2,·,11,1,·
O=C(Nc1ccccc1)c1cccc(S(=O)(=O)Oc2ccc([N+](=O)[O-])cc2)c1,-8,5,0,6.0,5,9,-2,-3,-4
CC(OC(=O)CCNS(=O)(=O)c1cccs1)C(=O)Nc1ccc(S(N)(=O)=O)cc1 (configuration not stated),-2,5,-7,-3.1,5,·,1,·,·
O=C(Nc1ccccc1[N+](=O)[O-])C1(c2ccccc2)CCOCC1,5,0,-3,0.9,5,0,1,3,3
CC(=O)c1csc(CS(=O)(=O)c2ccccn2)n1,9,0,-3,-2.5,8,1,5,0,2
CCCCCn1c(N)c(-c2nc3ccccc3o2)c2c([N+](=O)[O-])nn(CC)c(=O)c21,-10,0,1,2.4,-9,0,6,-2,-1
COc1ccc(CN(C)CC(=O)Nc2ccccc2C(=O)NC2CC2)cc1OC,0,1,-1,-1.6,-4,·,9,·,·
CCOC(=O)CSc1ccc(S(=O)(=O)N(C)C2CCCCC2)cc1[N+](=O)[O-],15,3,-2,1.2,-11,11,-11,·,-3
O=C(CN1CCCCCC1)Nc1ccc([N+](=O)[O-])cc1Br,2,0,3,2.5,13,7,3,-1,3
Cc1c(/C=N/NC(N)=O)c2ccccn2c1C(=O)c1ccncc1,-3,3,5,-1.7,-2,-6,-8,0,4
Cc1ccc(Nc2nc(CSc3nnc(-c4ccncc4)n3-c3ccccc3C)cs2)cc1,14,2,9,4.5,-7,19,3,-7,-6
CN1CCN(S(=O)(=O)c2ccc(Oc3ccc(Br)cc3F)nc2)CC1,-1,0,0,0.3,-1,-5,11,-21,8
# (continued)
SMILES,VLA-4 inh,GRK2 aptamer HTS,PP1 inh,PP5 inh,proCasp7 act,HCV core dimer,proCasp3 act,JMJD2C inh,CTSL1 counter
CCOc1ccc(C(C)NC(=S)NCc2ccc(Cl)cc2)cc1 (configuration not stated),-21,0,-2,3.2,-2,0,-1,-3,2
Cc1ccc(NC2Nc3cc(C)nn3S2)c(C)c1 (configuration not stated),-8,1,-4,0.1,-3,3,-2,-5,-1
CCn1c(=O)c2sccc2n2c(CCCC(=O)NCc3cccnc3)nnc12,4,4,-3,1.9,6,-1,-1,5,-4
Cc1ccc(C)c(N2CCN(C(=O)c3ccc(Cn4c(=O)[nH]c5ccccc5c4=O)cc3)CC2)c1,20,0,13,4.0,-2,19,0,-4,4
CCN(C(=O)COC(=O)C1CCN(S(=O)(=O)c2ccc(C)c(C)c2)CC1)C1CCCCC1,15,0,3,3.7,-1,·,2,·,·
O=C(OC1CCCCC1=O)c1cc(Cl)ccc1[N+](=O)[O-] (configuration not stated),15,0,-5,0.5,-5,0,-9,-4,11
O=C(CSc1ncnc2c1cnn2Cc1ccccc1)Nc1ccc2c(c1)OCCO2,-2,1,2,-0.4,3,11,5,1,1

# Assay outcomes: PubChem, several laboratories
